12-LOX inh = Primary qHTS assay for inhibitors of human arachidonate 12S-lipoxygenase (ALOX12): Round 2. Polyunsaturated fatty acid lipoxygenase ALOX12 (Homo sapiens), P18054. purified 12hLO, xylenol orange hydroperoxide absorbance. Potency, µM (series often up to 108 µM), without a hit: top-dose activity change, negative = inhibition, most hits filed as inhibitors. actives 1.1% (n = 580,000); active = well fitted inhibition curve with a large enough effect; inconclusive = small, poorly fitted or top-dose-only effect, or another doubt; inactive = no such curve, though single readings can be large or run the other way
Target sequence (P18054 whole entry, looked up): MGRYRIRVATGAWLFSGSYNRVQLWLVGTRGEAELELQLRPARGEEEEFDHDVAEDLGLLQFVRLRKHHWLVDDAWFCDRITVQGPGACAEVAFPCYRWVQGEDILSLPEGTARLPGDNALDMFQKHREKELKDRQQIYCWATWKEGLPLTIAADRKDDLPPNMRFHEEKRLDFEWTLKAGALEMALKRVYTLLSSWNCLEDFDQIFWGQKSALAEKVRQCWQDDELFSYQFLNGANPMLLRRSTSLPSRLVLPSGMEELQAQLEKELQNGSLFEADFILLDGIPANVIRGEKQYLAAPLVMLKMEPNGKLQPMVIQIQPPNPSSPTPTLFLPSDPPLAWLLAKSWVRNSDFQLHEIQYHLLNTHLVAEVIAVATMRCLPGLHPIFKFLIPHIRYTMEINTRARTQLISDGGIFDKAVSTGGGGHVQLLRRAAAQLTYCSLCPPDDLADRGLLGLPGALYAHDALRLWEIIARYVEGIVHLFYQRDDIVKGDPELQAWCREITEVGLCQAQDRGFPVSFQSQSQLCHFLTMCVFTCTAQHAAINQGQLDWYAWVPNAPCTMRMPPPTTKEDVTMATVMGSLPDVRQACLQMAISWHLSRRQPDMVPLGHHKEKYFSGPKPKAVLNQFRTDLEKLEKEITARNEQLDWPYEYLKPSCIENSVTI
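Hydroperoxide product was detected by ferrous iron/xylenol orange as the 573 to 405 nm absorbance ratio. Arachidonic acid at 40 uM (final) was turned over for 30 min at room temperature by 150 nM human 12hLO, pH 7.0 Hepes buffer, after 15 min compound preincubation.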
* = called active by the depositor; ? = inconclusive; [ ] = another dose, or the depositor's remark. % is set by controls: 0 for no effect and ±100 for the full control effect; potency is the fitted concentration of half-maximal effect. An excerpt; the hit share may differ from the screen's.

Compound	12-LOX inh
CCCN1CCC2(CCN([S+](=O)([O-])c3ccc(C)cc3)CC2)Oc2ccccc21	?
O=C(C1COc2ccccc2O1)N1CCc2onc(-c3cccc(F)c3)c2C1 (centres undefined)	?
O=C(CN1CC2CC(C1)[C@H]1CCCC(=O)N1C2)N1CCCCC1 (some centres undefined)	22%
O=C(c1ccccc1)N1CCOCC12CCN(Cc1ccc3[nH]ccc3c1)CC2	?
CN(C)c1ccc2nnc(-c3cc(C(=O)NCc4ccccc4)ccn3)n2n1	54%[activator][176 µM]
CCC(=O)NC[C@H]1Cn2cc(-c3ccc(OC)cc3)nc2CO1	-7%[176 µM]
CN1CCN(C(=O)c2ccccc2C2CCNC2)CC1 (centres undefined)	-5%
CC(C)C(NS(C)(=O)=O)c1nnc2n1CCN(Cc1ccc3cccnc3c1)CC2 (centres undefined)	-5%
COc1ccccc1-c1ccnc(-n2ncc(C(=O)NC3CCCN(Cc4ccccc4)C3)c2C)n1 (centres undefined)	14%
COC(=O)C1=C(C)N(C)C(=NCC2CC2)NC1CCc1ccccc1 (centres undefined)	-22%
CN(C)c1cccc(C(=O)NC2CCCN(c3cc(-c4ccccc4)[nH]n3)C2)c1 (centres undefined)	93%[activator]
COC(=O)c1cc(=O)nc(NN=C(C)C)s1	4%
CCCCn1nnnc1C(C1CC1)N1C(=O)C(=O)c2ccccc21 (centres undefined)	?
CCCN(CC1CCOC1)C(=O)Nc1ccc(Cl)cc1F (centres undefined)	8%
COC(=O)C1=C(C)N(Cc2cccc(C(F)(F)F)c2)C(=NCC2CC2)NC1c1cccc(F)c1 (centres undefined)	?
COc1cccc(Nc2cc3c(cn2)CN(C(C)=O)CCN3)c1	-13%[176 µM]
CCNC(=O)CC1COc2ccc(C(=O)NCCOC)cc2N1C (centres undefined)	?
COC(=O)CN1C(=O)[C@@H]2C[C@@H](O)CN2C2(CN(Cc3ccccc3)C2)C1=O	14%[176 µM]
O=C1CCC2(CCN1)CCN(S(=O)(=O)c1cccnc1)CC2	-3%
O=C(NC1CC1)c1ccc(CC2CCN(C(=O)c3ccc4ccccc4n3)CC2)cc1	-3%
Cc1cc(C(=O)NC2CCNCC2)c2c(C3CCNCC3)noc2n1	2%[6.33 µM]
CCn1ccc(C(=O)N2CC(c3nnc(-c4ccc(C)cc4)o3)C3(CCOCC3)C2)n1 (centres undefined)	26%
C=CCNC(=O)c1cccnc1N1CC2CC(C1)[C@H]1CCCC(=O)N1C2 (some centres undefined)	40%[activator]
CCOc1ccc(C2Cn3nnc(-c4nc(-c5cccc(F)c5)no4)c3CO2)cc1 (centres undefined)	41%[activator]

Molecules shown so far that have an NH in an aromatic ring (2):
Compound	12-LOX inh
O=C(c1ccccc1)N1CCOCC12CCN(Cc1ccc3[nH]ccc3c1)CC2	?
CN(C)c1cccc(C(=O)NC2CCCN(c3cc(-c4ccccc4)[nH]n3)C2)c1 (centres undefined)	93%[activator]

(more compounds)
Compound	12-LOX inh
O=C(Nc1ccc2c(c1)OCCO2)N1CCC(Cc2nc(-c3ccncc3)n[nH]2)CC1	30%
CCN(CC)C(=O)c1coc(COc2ccc3c(c2)C(c2ccc(C)cc2)N(C(=O)C2CC2)CC3)n1 (centres undefined)	-17%
COc1ccc(-c2cc(N3CCC(NC(=O)Cc4ccccc4C)CC3)n[nH]2)cc1	17%
O=C(c1ccc(Cl)cc1)N1CC2(Cc3ccccc3NC2=O)C1	5%[6.33 µM]
O=C1NC(=NC2CCCC2)C2(CCCN([S+](=O)([O-])c3ccccc3)C2)N1c1cc(F)cc(F)c1 (centres undefined)	10%[6.33 µM]
Cc1ccc(Cn2c(C3CCN(C(=O)c4cc(Cl)ccc4F)CC3)n[nH]c2=O)cc1	?
N#Cc1cccc(CN2CCCC(c3nc4ccc(F)cc4c(=O)[nH]3)C2)c1 (centres undefined)	?
C=CCOc1cccc(-c2nc(C(=O)NCc3cccc(F)c3)cs2)c1	-2%

3 entries from above, sorted by the value under 12-LOX inh, low to high.
Compound	12-LOX inh
C=CCOc1cccc(-c2nc(C(=O)NCc3cccc(F)c3)cs2)c1	-2%
COc1ccc(-c2cc(N3CCC(NC(=O)Cc4ccccc4C)CC3)n[nH]2)cc1	17%
O=C(Nc1ccc2c(c1)OCCO2)N1CCC(Cc2nc(-c3ccncc3)n[nH]2)CC1	30%

Further structures.
Compound	12-LOX inh
CN1CC(=O)N(C2CCNCC2)Cc2c1ncnc2N1CCCC(O)C1 (centres undefined)	?
CCC[C@H]1CN(S(C)(=O)=O)C[C@@H]1NC(=O)CCc1cc(=O)[nH]o1	-15%
CC(=O)N(C)C[C@@H]1OCc2ccccc2-c2c(n(C)c3ccccc23)C(=O)N([C@@H](C)CO)C[C@@H]1C	-36%
Cc1ccc(C(=O)N2CCC3(CC2)N=C(c2cccc(Br)c2)NO3)cc1F	-3%
COc1ccc(CNC(=O)C[C@@H]2C[C@H]3O[C@H](CNCc4ccccc4Cl)[C@@H](O)[C@H]3O2)cc1	-20%
CCOc1ccccc1CN1CCC2(CCN(C(=O)C3CCCC3)CC2)Oc2ccccc21	?
COc1c2c(cc3c1c(=O)c1ccccc1n3C)OCO2	-20%
COc1cccc(CNC(=O)[C@@H]2C[C@@H](O)CN2C2CCN(C(=O)c3ccccc3)CC2)c1	44%[activator]
O=C1c2cc(N3CCOCC3)nc(-c3ccccc3Oc3ccccc3)c2CN1C1COC1	-2%
COc1ccc(-c2cc(N3CCCN(C(=O)Cc4c(F)cccc4Cl)CC3)n[nH]2)cc1	49%[activator]
C[C@H](O)[C@@H]1C(=O)N2CCc3c([nH]c4cccc(-c5ccccc5)c34)[C@@H]2C[C@@H]1N(C)C(=O)c1ccco1	-21%
CN(C)CCNC(=O)C[C@@H]1O[C@H](CNS(=O)(=O)c2ccc(Cl)cc2)[C@@H](O)[C@H]1O	44%
Cc1noc(C)c1CCC(=O)N1CCCn2nc(C(O)CO)cc2C1 (centres undefined)	100%[activator]
O=C(NCCN1CCCC1)c1cc2cn(C3CC3)cc2s1	62%[activator]
NC(=O)c1ncn([C@@H]2O[C@H](C(=O)N[C@H](Cc3ccccc3)C(=O)N3CCN(c4ccc(Cl)cn4)CC3)[C@@H](O)[C@H]2O)n1	-4%
Cc1ccc(OC2CCN(C(=O)[C@@H](Cc3ccccc3)NC(=O)[C@H]3O[C@@H](n4ccc(=O)[nH]c4=O)[C@H](O)[C@@H]3O)CC2)cc1	-1%
CCOC(=O)c1cccc(NC(=O)c2c(C)oc3ccn(Cc4ccc(F)cc4)c(=O)c23)c1	4%
CN1CCCC2(Cc3ccccc3CN(C(=O)C3CCCC3)C2)C1 (centres undefined)	10%[6.33 µM]
COc1ccc(CN(C)C2CCc3nn(C)c(=O)n3CC2)cc1Cn1cccn1 (centres undefined)	37%[activator]
Cc1cccc(C)c1Nc1c(-c2ccccc2F)nc2ccccn12	-3%
CCc1noc(-c2cccn3c(CNC(=O)c4ccccc4C)nnc23)n1	37%[activator]
COc1ccc(CCNC(=O)c2c(C)noc2-c2cccs2)cc1OC	6%
CC1CCN(c2ncnc3c2CN(c2ccccc2)C(=O)N(C)C3)C1 (centres undefined)	21%[176 µM]
O=C(Nc1cccc(F)c1)Nc1ccnn1C1CCN(C(=O)C2CCC2)CC1	-2%
CCc1nc2cc(C(=O)NC3CCS(=O)(=O)C3)cc(NC(=O)c3ccccc3OC)c2n1C (centres undefined)	27%
O=C(NC[C@H]1OC[C@@H](NCc2ccccn2)[C@@H]1O)Nc1ccccc1	125%[activator][176 µM]
Cc1noc(C)c1[S+](=O)([O-])N1CCCC2(C1)C(=NC1CCCC1)NC(=O)N2c1cc(F)cc(F)c1 (centres undefined)	27%
COc1cc(Cl)ccc1C(=O)N[C@@H]1C[C@H]2C(=O)N(C)CC(=O)N2C1	45%[activator]
CN(c1ccccc1)c1cc(=O)c2ccnc(-c3ccncc3)c2o1	-6%[176 µM]
O=C(NCC1Cn2cccc2C(=O)N1Cc1ccccc1)Nc1ccccc1F (centres undefined)	7%
Cc1nc(N2CCCCC2)n(CC(=O)Nc2cccc(Cl)c2C)c(=O)c1C	20%
C1CCC(c2nc(CCOCC3CCCC3)no2)NC1 (centres undefined)	67%[activator]
CN(CCNC(=O)C1CCCN(S(C)(=O)=O)CCC(=O)NCC1)C1CCCCC1 (centres undefined)	-4%
CCC1(C(=O)NCc2ccc(C)o2)CCCCC(=O)N1 (centres undefined)	21%
COc1cccc(CN2Cc3cc(NC(=O)c4cccc(OC)c4)ccc3OCC2=O)c1	9%
Cc1nc2c(c(-c3ccc(Cl)cc3)n1)CN(C(=O)c1ccc(C(F)(F)F)cc1)CC2	?
O=C(NCCc1ccccn1)[C@@H]1C[C@@H](c2ccc(F)cc2)N(CCOc2ccccc2)C1	-4%[176 µM]
COc1ccc(CCC(=O)NC2CCN(C(=O)c3cc4c(=O)[nH]c(C)cn4n3)CC2)cc1	25%
O=C(NCC1CCOCC1)Nc1cccc(Cl)c1	2%
COc1ccc(-c2noc(-c3cccn3CC(=O)N3CCc4ccccc43)n2)cc1F	32%

Random excerpt: 3 records from the list.
Compound	12-LOX inh
COc1ccc(-c2noc(-c3cccn3CC(=O)N3CCc4ccccc43)n2)cc1F	32%
O=C(NCC1CCOCC1)Nc1cccc(Cl)c1	2%
CCC1(C(=O)NCc2ccc(C)o2)CCCCC(=O)N1 (centres undefined)	21%

Remaining list, next part.
Compound	12-LOX inh
CN1CCC(Oc2ncccc2C(=O)N2CCOCC2)CC1	10%
Cc1ccc(NC(=O)c2ccc(N3CC4CC(C3)[C@H]3CCCC(=O)N3C4)nc2)c(C)c1 (some centres undefined)	-11%
Cc1c(C(=O)N2C[C@@H](C(=O)O)[C@H](c3ccccc3)C2)sc2nc[nH]c(=O)c12	13%
COCc1noc(CC2CCOC3(CCN(C(=O)c4ccc5cc[nH]c5c4)CC3)C2)n1 (centres undefined)	9%
Cc1cccc2ncc(C(=O)NCc3cc4n(n3)CCCNC4)c(=O)n12	75%[activator]
Cc1cnc(C2CCNC2)n1C(C)C (centres undefined)	51%[activator]
COc1ccc(CN2CCn3c(nn(-c4ccc(C(F)(F)F)cc4)c3=O)C2)cc1	-3%[6.33 µM]
Cc1cccc(CNc2nc3cnc(-c4ccc(F)cc4)cc3n2C)c1	-11%
O=C(c1cccc(F)c1)N1CCN(C(=O)c2nnn3c2COC(c2ccc(F)cc2)C3)CC1 (centres undefined)	7%
CC(=O)Nc1ccc(CN2CCC3(C2)C(=O)Nc2ccccc23)cc1 (centres undefined)	43%[176 µM]
Cc1nn2c(c1-c1cccnc1N1CCOCC1)N(CC1CCOCC1)CCC2	-25%[176 µM]
Cc1ccccc1C(=O)N1CCn2c(nn(-c3ccncc3)c2=O)C1	15%[176 µM]
O=C1CCN(C(=O)COc2ccccc2)CCCC(c2nc(-c3cnccn3)no2)CCN1 (centres undefined)	28%
CCOC(=O)c1cn(C2CN(S(=O)(=O)Cc3ccc(Cl)cc3)C2)nn1	23%
Nc1ncnc2c1ncn2[C@@H]1O[C@H](C(=O)N[C@@H](CCc2ccccc2)C(=O)O)[C@@H](O)[C@H]1O	5%
O=C(COc1ccc(Cl)c(Cl)c1)N1CCC2(CCCNC2=O)C1 (centres undefined)	44%[activator]
CC(=O)N1CCC2(CC1)CN(C(=O)Cc1ccc(Cl)cc1)CCO2	16%[6.33 µM]
COCc1noc(CC2CCOC3(CCN(C(=O)NC4CCCCC4)CC3)C2)n1 (centres undefined)	13%
O=C(NCCC1=CCCCC1)C1CCN(C(=O)c2ncn3c2COC(c2ccc(F)cc2)C3)CC1 (centres undefined)	26%
COc1cc(NC(=O)Cn2c(N(C)Cc3ccccc3)nc(C)cc2=O)cc(OC)c1OC	23%
CCC(CC)C(=O)N1CCc2nc(OCCOC)ccc2C1	65%[activator]
N#Cc1ccc(OCCCN2CCC(C(O)(c3ccccc3)c3ccccc3)CC2)cc1	?
CS(=O)(=O)Nc1ccc([C@H]2OCC(=O)N(C3CCOCC3)[C@@H]2CO)cc1	10%[176 µM]
O=C1N2CCCC2CN1C1CCN(Cc2ccccc2)CC1 (centres undefined)	-3%[176 µM]
CCS(=O)(=O)Nc1ccc(C2(C(=O)NCc3ccc(F)cc3F)CCCCC2)cc1	2%
Cc1ccc(CN2CCC3CC(=O)NCCC3C2)cc1 (centres undefined)	8%[12.5 µM]
CCN=C1NC(c2ccc(Cl)cc2)C(C(=O)OC)=C(C)N1Cc1cccc(C(F)(F)F)c1 (centres undefined)	?
CC(=O)c1cccc(NC(=O)CN2C(=O)NC3(CCC(C)CC3)C2=O)c1 (centres undefined)	-10%
COc1cccc(C(=O)N2CCC3(CC2)N=C(c2ccc(Cl)cc2)NO3)c1	-13%
